D2 antag = D2 dopamine receptor (human) antagonism; P14416; HEK293 TREx D2 cells, calcium flux, dopamine EC80; inhibition, % at 10 µM; hit rate 2% among 340,000; in the data active = inhibition above about 30%; note: 0% is about no effect
Target sequence (P14416 whole entry, looked up): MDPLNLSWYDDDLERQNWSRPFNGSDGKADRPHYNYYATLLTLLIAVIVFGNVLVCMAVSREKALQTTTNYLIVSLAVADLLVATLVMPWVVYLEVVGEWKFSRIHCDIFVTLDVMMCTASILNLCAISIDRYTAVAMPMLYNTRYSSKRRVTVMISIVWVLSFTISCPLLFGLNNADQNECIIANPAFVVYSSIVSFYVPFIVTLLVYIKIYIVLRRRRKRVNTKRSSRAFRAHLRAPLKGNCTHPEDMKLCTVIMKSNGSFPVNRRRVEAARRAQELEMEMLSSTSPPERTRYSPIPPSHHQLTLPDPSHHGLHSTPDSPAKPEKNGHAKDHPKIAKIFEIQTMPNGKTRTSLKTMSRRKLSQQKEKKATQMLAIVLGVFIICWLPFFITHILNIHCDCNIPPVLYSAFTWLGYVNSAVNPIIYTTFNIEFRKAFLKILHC
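HEK293 T-REx D2 cells, tet-induced, calcium dye no-wash. Cpd pintool add, 180 s kinetic, then EC80 DA, 180 s kinetic. Ca flux read.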
TRHR ag = TRH receptor (human) agonism; hit rate 0.18% among 360,000; TRHR cells, calcium flux fluo-8, FDSS agonist mode; activation, % at 2 µM; P34981; AID 493084; note: 0% is about no effect
Target sequence (P34981 whole entry, looked up): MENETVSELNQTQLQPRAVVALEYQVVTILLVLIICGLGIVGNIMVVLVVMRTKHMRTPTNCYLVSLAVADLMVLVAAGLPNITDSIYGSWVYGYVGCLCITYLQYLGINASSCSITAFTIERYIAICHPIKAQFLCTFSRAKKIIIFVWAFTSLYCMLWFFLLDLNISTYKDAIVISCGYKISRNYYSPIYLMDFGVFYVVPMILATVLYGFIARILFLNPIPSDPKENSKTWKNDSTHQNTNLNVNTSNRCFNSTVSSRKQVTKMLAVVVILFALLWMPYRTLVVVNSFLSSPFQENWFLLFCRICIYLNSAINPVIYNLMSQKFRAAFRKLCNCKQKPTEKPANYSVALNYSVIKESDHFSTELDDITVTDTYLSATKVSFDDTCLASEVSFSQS
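Agonist-mode FDSS calcium read (Ex 480/Em 530, 1 s cycles) in 1536-well TRHR cells with fluo-8 dye, after 10-cycle baseline and 23 nL compound addition; TRH at EC20 (10 nM final) added afterwards for the enhancer phase.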
RXFP1 antagonist = RXFP1 (human) relaxin receptor antagonism; activity change, negative = inhibition, % at 57.5 µM; HEK293-RXFP1, relaxin-stimulated cAMP HTRF, 30 min; active compounds read low; hit rate 0.59% among 350,000;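 active = activity change of -60% or lower, but not beyond a set lower limit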; note: % is set by controls: 0 for no effect and ±100 for the full control effect
D1 ag = human D1 receptor agonism; activation, % at 2 µM; HEK293 T-REx D1 cells, calcium flux, agonist mode; hit rate 1% among 360,000; P21728; note: 0% is about no effect
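Agonism was scored from calcium flux recorded over 180 s (1 read/s) after pintool compound addition, following a 10-cycle baseline. Cells were inducible force-coupled HEK293 TREx D1, plated overnight at 30 C and loaded with no-wash calcium dye.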
D2 agonist = agonists of human D2 dopamine receptor | HEK293 T-REx D2 cells, calcium flux agonist mode | activation, % at 2 µM | hit rate 0.53% among 340,000;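 active = activation over 3 SD above normal in the single-dose calcium agonist read, cut at about 30% in these data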; note: 0% is about no effect
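In this primary screen, compounds producing a positive calcium signal within 180 s of addition to tetracycline-induced, force-coupled HEK293 Trex D2 cells are flagged; cells are dye-loaded with a no-wash calcium kit beforehand.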
D2 PAM = D2 dopamine receptor (human) potentiation | P14416 | potentiation, % at 10 µM | HEK293 T-REx D2, calcium flux, EC20 dopamine potentiation | hit rate 0.34% among 340,000;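 active = potentiation over 3 SD above the plate norm, cut at about 30% in these data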; note: 0% is about no effect
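Tetracycline-induced HEK293 T-REx cells force-coupled to calcium signalling expressed D2; compounds were pin-added after a 10 s baseline, read kinetically 180 s, then an EC20 dopamine challenge followed with a further 180 s calcium read.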
TRHR PAM = allosteric enhancers of human TRH receptor; enhancement, % at 2 µM; P34981; hit rate 0.66% among 360,000; TRHR cells, fluo-8 calcium fluorescence, EC20 TRH enhancement; in the data active = enhancement above about 30%; note: 0% is about no effect
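Enhancer read-out: after compound pinning and an initial kinetic agonist-mode read, an EC20 of TRH (10 nM final) was injected and fluo-8 calcium signal (Ex 480/Em 530) followed at 1 s/cycle for 100 cycles in TRHR-expressing cells.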
D1 antag = blocks dopamine activation of the human D1 receptor | activity change, negative = inhibition, % at 10 µM | HEK293 TREx D1 cells, calcium flux, dopamine EC80; active compounds read low | hit rate 3.2% among 360,000; in the data active = activity change below about -30%; note: % is set by controls: 0 for no effect and ±100 for the full control effect
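Calcium flux readout: force-coupled, inducible Hek293 Trex D1 line, cells induced overnight at 30 C with tetracycline, dye-loaded 30–90 min at RT. Antagonism scored against EC80 dopamine challenge given 180 s after compound.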
D1 potentiator = enhances dopamine response at the human D1 receptor | P21728 | HEK293 TREx D1 cells, calcium flux, dopamine EC20 potentiation | potentiation, % at 10 µM | hit rate 0.036% among 360,000; in the data active = potentiation above about 30%; note: 0% is about no effect
An asterisk follows results filed as active; . = no result given. Cut-off read from the data, not from the text of the source, unless noted: active = activation above about 30%; inactive = the rest.

SMILES | D2 antag | TRHR ag | RXFP1 antagonist | D1 ag | D2 agonist | D2 PAM | TRHR PAM | D1 antag | D1 potentiator
CCOCCn1c(CN2CCN(C(c3ccccc3)c3ccccc3)CC2)nc2c1c(=O)n(C)c(=O)n2C | 2 | -0.8 | -5 | 0 | 0.0 | -8 | -2 | 1 | -5
OC(CNCc1ccc2c(c1)OCO2)COc1ccc(F)cc1 (stereo not drawn) | -15 | 0.2 | 6 | 11 | 0.1 | -24 | -3 | 6 | -10
Cc1cc(/C=C(\C#N)C(=O)Nc2ccccc2)c(C)n1-c1ccc(C(=O)O)cc1 | -6 | -0.2 | -4 | 4 | 0.4 | 9 | -4 | 11 | 9
CCC(c1nnnn1Cc1ccco1)N(CCc1ccccc1)Cc1cc2cccc(C)c2[nH]c1=O (stereo not drawn) | 8 | 1.0 | -9 | 5 | 2.4 | . | 15 | 6 | 8
CCN(CC)CCNC(=O)c1ccc(NC(=O)c2cc(-c3ccco3)nc3ccccc23)cc1 | 24 | 0.7 | 5 | 2 | 0.2 | -21 | -5 | -40* | 1
CC1CCCCC1NC(=O)c1ccco1 (stereo not drawn) | 29 | 0.8 | 3 | 3 | 0.3 | 10 | 3 | -9 | 0
CC(NS(=O)(=O)c1ccc(Br)cc1)C(=O)NCC1CCCO1 (stereo not drawn) | 7 | 0.0 | 11 | 1 | -3.2 | . | -4 | -1 | -1
CC1CCN(C(=O)C2CCN(c3nnc(-n4cccc4)s3)CC2)CC1 | -6 | -0.2 | -3 | 3 | -0.8 | -4 | 23 | 10 | -4
CC(=O)CSc1nc2ccc(Nc3nc(N4CCOCC4)nc(N4CCOCC4)n3)cc2s1 | 3 | -0.9 | 4 | -1 | -0.7 | -1 | 4 | 4 | 7
CCC(C)N1CC(=O)N2Cc3[nH]c4ccccc4c3C[C@H]2C1=O (stereo partly drawn) | 6 | 1.8 | -11 | 9 | 1.0 | -2 | 5 | -1 | 2
Cc1ccc(Nc2nnc(SCC(=O)c3ccc(Br)s3)s2)c(C)c1 | 0 | 0.3 | -20 | -2 | -1.5 | 1 | 4 | 2 | -6
c1cncc(-c2noc(-c3cccc4ccccc34)n2)c1 | -12 | -0.8 | 1 | -1 | -1.0 | 2 | 2 | . | -2
CCCCC(CCC(=O)Nc1nccs1)C(=O)O (stereo not drawn) | -9 | 0.5 | 4 | 0 | 0.3 | -1 | -2 | -3 | -5
CCCNC(=O)C1CCN(S(=O)(=O)c2c(C)noc2/C=C\c2ccc(OC)cc2)CC1 | -14 | -0.5 | -1 | 7 | -0.8 | 0 | 4 | -4 | -6
Cc1ccc(C)c2[nH]c(=O)c(CCNC(=O)c3ccc(S(=O)(=O)N(C)C)cc3)cc12 | -14 | -0.3 | . | -1 | 4.7 | 13 | 3 | -16 | -3
CN(CC(=O)N(CCO)Cc1ccccc1)S(=O)(=O)c1ccc2c(c1)c(=O)n(C)c(=O)n2C | -3 | 0.0 | -26 | 3 | 1.0 | 2 | 3 | 4 | 4
O=c1ccc(-c2nc3cc(Cl)ccc3n2Cc2ccccc2)c[nH]1 | 5 | 0.3 | -22 | 2 | 1.1 | 0 | 8 | 0 | 7
COCCn1c(N)c(C(=S)NC(=O)c2cccs2)c(=O)[nH]c1=O | -5 | 0.4 | -11 | 4 | 0.4 | -5 | -3 | -10 | -1
O=C(Nc1ccccc1)Nc1ccc(Cl)c(S(=O)(=O)N2CCOCC2)c1 | 8 | 3.5 | -1 | 28 | 6.1 | -3 | -9 | -11 | -9
CSc1nc(=O)n2cccc(C)c2n1 | 12 | -0.3 | -4 | 1 | -0.5 | 8 | -6 | 10 | 7
Cc1noc(C)c1COC(=O)c1cc(C)n(-c2ccccc2)c1C | 2 | -0.9 | 5 | 3 | 0.2 | -10 | -6 | -21 | -5
Cc1csc(NC(=O)CSc2nnc(-c3ccoc3C)n2CCc2ccccc2)n1 | -11 | 0.2 | -2 | 3 | -0.5 | 3 | -1 | 4 | -3
COc1ccc(/C=C/C(=O)NCCc2nc3ccccc3[nH]2)cc1 | 5 | -1.1 | 1 | 3 | -2.2 | 0 | -3 | -10 | -4
O=C(Nc1ccc2c(c1)CCC2)C1CCCO1 (stereo not drawn) | 1 | 0.1 | -2 | 0 | 0.4 | -1 | -9 | -18 | 12
CCCSc1ncc(Cl)c(C(=O)Nc2ccc(OC)cc2OC)n1 | . | 0.8 | 9 | 2 | . | -5 | 7 | -1 | 0

Copied from the list.
`CCOCCn1c(CN2CCN(C(c3ccccc3)c3ccccc3)CC2)nc2c1c(=O)n(C)c(=O)n2C` – D2 PAM = -8
`Cc1ccc(C)c2[nH]c(=O)c(CCNC(=O)c3ccc(S(=O)(=O)N(C)C)cc3)cc12` – D2 agonist = 4.7
`COCCn1c(N)c(C(=S)NC(=O)c2cccs2)c(=O)[nH]c1=O` – TRHR PAM = -3
`Cc1csc(NC(=O)CSc2nnc(-c3ccoc3C)n2CCc2ccccc2)n1` – D2 agonist = -0.5
`CCCSc1ncc(Cl)c(C(=O)Nc2ccc(OC)cc2OC)n1` – D1 antag = -1

(listing goes on)
SMILES | D2 antag | TRHR ag | RXFP1 antagonist | D1 ag | D2 agonist | D2 PAM | TRHR PAM | D1 antag | D1 potentiator
COc1ccc(CNC(=O)c2c(O)c3cccc4c3n(c2=O)CCC4)cc1 | -4 | -0.5 | . | 1 | 0.9 | 5 | 9 | 22 | -4
Nc1nc(SCC(=O)c2cc3ccccc3o2)n[nH]1 | . | 0.3 | -5 | 10 | . | 1 | -4 | 2 | 1
Cc1ccc2oc(C(=O)Nc3sc4c(c3C(=O)NCc3cccnc3)CCCC4)cc(=O)c2c1 | . | -0.4 | -5 | 2 | -1.2 | . | -1 | -6 | -1
CN(C)C(=O)N1CCNCC1 | 25 | 0.7 | 0 | 2 | 1.6 | 8 | 1 | -1 | 4
COCCCNc1ccnc2c(Cl)cccc12 | 1 | 0.6 | -17 | 7 | 0.5 | -5 | 37* | 2 | -1
O=C(COc1cccc(NC(=O)c2ccccc2)c1)c1ccc(F)cc1 | -6 | -0.6 | -5 | 4 | -0.6 | 1 | 0 | 5 | -9
Cc1ccc(C23CC4CC(CC(C(=O)NC(C)C(=O)O)(C4)C2)C3)cc1 (stereo not drawn) | 13 | -0.7 | -17 | 1 | -0.9 | 0 | 5 | -7 | -4
Cc1ccc(NC(=O)Cn2cnc([N+](=O)[O-])c2)cc1C | 12 | 0.2 | -6 | 3 | -0.4 | 9 | -4 | -5 | -6
O=C(NCCc1ccccn1)c1n[nH]c(=O)c2ccccc12 | 6 | 0.5 | -4 | 1 | 0.4 | -4 | -4 | 1 | -1
O=C(CNc1ccc2ccccc2c1)N/N=C/C=C/c1cccc([N+](=O)[O-])c1 | 4 | 0.1 | 7 | 0 | -0.9 | -11 | 10 | -15 | -4
CC/C(C)=N/NC(=S)NCc1ccco1 | 18 | 0.2 | 1 | 2 | 0.7 | 1 | -5 | -1 | -4
Cc1ccccc1C(=O)NC(CC(C)C)C(=O)OCc1cc(=O)n2cc(Br)ccc2n1 (stereo not drawn) | 5 | -0.5 | 12 | -2 | 0.7 | 2 | 3 | -6 | -3
COc1ccc(S(=O)(=O)N(CC(=O)O)c2ccccc2)cc1 | 2 | -0.1 | -3 | 4 | 0.0 | -9 | -2 | -3 | -6
CCn1c(=O)c(C(=O)NNC(=O)c2ccccc2Br)c(O)c2ccccc21 | 14 | 6.4 | -23 | 16 | 21 | 1 | -2 | -6 | -5
Cc1ccc(C(=O)OC/C(O)=C(\C#N)c2nc3ccccc3[nH]2)cc1S(=O)(=O)N1CCOCC1 | 5 | 0.5 | -6 | 2 | 1.8 | -1 | -1 | -7 | 9
Nn1c(-c2cccs2)nc2sc3c(c2c1=O)CCCC3 | 5 | 1.3 | -3 | 4 | 2.4 | -6 | -4 | 24 | 5
COc1cccc(NC(=O)CSc2nnc(NC(=O)NC3CCCCC3)s2)c1 | . | -0.3 | -3 | -1 | 0.4 | 15 | 2 | . | -2
Cc1cccc(NC(NC(=O)c2ccccc2[N+](=O)[O-])C(Cl)(Cl)Cl)c1 (stereo not drawn) | 0 | -0.3 | . | 2 | 0.5 | -5 | 8 | -5 | -10
O=C(NCc1ccccc1)c1ccc2c(=O)n(CCCN3CCCC3=O)c(=S)[nH]c2c1 | 5 | 0.1 | -74* | 0 | -0.9 | -12 | -6 | 6 | -6
CN(CC(=O)Nc1ccc(C#N)cc1)Cc1ccc(Cl)cc1 | -9 | 0.1 | 25 | 3 | -0.1 | 4 | 3 | -8 | -11
COc1cc(NC(=O)CCCN2C(=O)CCn3nc(-c4cn(C)c5ccccc45)cc32)cc(OC)c1 | . | -1.0 | -13 | 3 | 0.4 | -6 | -7 | 9 | -2
CC1(c2ccc(OC(F)F)cc2)NC(=O)N(CC(=O)NC2CCCCC2)C1=O (stereo not drawn) | -4 | 0.6 | 3 | 9 | 1.4 | 11 | 1 | 12 | 6
CC(=O)c1ccc(NC(=O)COc2ccccc2-c2nc(C)no2)cc1 | . | -0.7 | -4 | 3 | -1.7 | 0 | 9 | -4 | -1
CC(C)(C)OC(=O)N[C@@H](Cc1ccccc1)C(=O)N1CCC(C(=O)NCC(=O)O)CC1 | -4 | -0.1 | -3 | 2 | 1.3 | -6 | 2 | 10 | 4
CCN1CCN(c2ccc(NC(=O)Cc3ccccc3)cc2)CC1 | -6 | 0.7 | -5 | 3 | 0.1 | -11 | 1 | -62* | -6

Laid out differently: results already given.
Results follow in this order: D2 antag	TRHR ag	RXFP1 antagonist	D1 ag	D2 agonist	D2 PAM	TRHR PAM	D1 antag	D1 potentiator
> COc1cccc(NC(=O)CSc2nnc(NC(=O)NC3CCCCC3)s2)c1
→ .	-0.3	-3	-1	0.4	15	2	.	-2
> Cc1cccc(NC(NC(=O)c2ccccc2[N+](=O)[O-])C(Cl)(Cl)Cl)c1 (stereo not drawn)
→ 0	-0.3	.	2	0.5	-5	8	-5	-10

The listing continues:
SMILES | D2 antag | TRHR ag | RXFP1 antagonist | D1 ag | D2 agonist | D2 PAM | TRHR PAM | D1 antag | D1 potentiator
CCOC(=O)CC1C(=O)NCCN1C(=O)NC1CCCCC1 (stereo not drawn) | . | 0.3 | -8 | -1 | . | . | -8 | 8 | -5
CCOC(=O)C(=O)N(Nc1ccc(C)cc1)c1ccc(C)cc1 | -10 | 0.5 | -68* | 25 | 0.0 | 1 | 5 | -19 | -3
CCN(CC)CCn1c2c(c(SCC(=O)Nc3nc4ccccc4s3)nc1=O)CCCC2 | 1 | 0.1 | -4 | 1 | -1.2 | -4 | 4 | 0 | -10
CC(Oc1ccccc1Cl)C(=O)N1CCCN(C)CC1 (stereo not drawn) | 9 | 0.9 | -2 | 3 | -0.8 | 16 | 10 | -21 | 7
CCC1CN(C(=O)N2CCC(C(=O)NCCc3cc(OC)ccc3OC)CC2)c2ccccc2O1 (stereo not drawn) | . | -0.4 | -6 | 1 | -0.1 | 8 | -4 | 7 | 2
CCN(CC)C(=O)CSc1nsc(SCC(=O)N(CC)CC)c1C#N | -10 | -0.1 | 2 | 4 | 1.9 | -5 | -6 | -6 | 4
CN1C(C(=O)NCc2ccco2)CC2Cn3c(nc4cc5ccccc5cc43)C21 (stereo not drawn) | -2 | 0.0 | . | 2 | 0.6 | -3 | 17 | -1 | 3
CCC(=O)N1CCc2cc(Br)cc(S(=O)(=O)CCC(=O)N3CCN(c4cc(C)ccc4C)CC3)c21 | . | -0.3 | -19 | 0 | -0.3 | -5 | -2 | 4 | 3

Source: PubChem
